Assay outcomes as filed in PubChem BioAssay.
PTEN del growth: suppresses growth of cells with PTEN deletion | viability, % at 10 µM | AID 827 | HCT116 PTEN-null viability, CellTiter-Glo, 60 h; active compounds read low | 140,000 tested, 1.2% active;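 active = viability at or below a set limit, 4 SD under the median of all tested compounds, cut at about 3.7% in these data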;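 also: PTEN knockout HCT116 line with beta catenin targeted HCT116 as companion control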
GALR2 antag: blocks the human galanin receptor 2; 140,000 tested, 0.39% active; inhibition, % at 4 µM; O43603; GALR2-expressing cells, antagonist mode; in the data active = inhibition above about 27%;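 also: cells stimulated with galanin 1-16 at roughly its EC80; 0% = agonist challenge control and 100% = basal control without agonist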
Target sequence (O43603 whole entry, looked up): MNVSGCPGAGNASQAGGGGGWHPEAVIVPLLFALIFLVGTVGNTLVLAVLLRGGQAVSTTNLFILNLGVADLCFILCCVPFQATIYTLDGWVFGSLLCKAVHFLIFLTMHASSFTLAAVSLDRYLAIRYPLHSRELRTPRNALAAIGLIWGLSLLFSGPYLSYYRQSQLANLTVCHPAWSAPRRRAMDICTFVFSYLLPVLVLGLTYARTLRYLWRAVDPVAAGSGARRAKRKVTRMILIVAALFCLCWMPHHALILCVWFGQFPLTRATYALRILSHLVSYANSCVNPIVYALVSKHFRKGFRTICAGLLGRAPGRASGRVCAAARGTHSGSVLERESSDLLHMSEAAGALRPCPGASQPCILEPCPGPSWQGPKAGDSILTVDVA
MRP-1 activ: MRP-1 activation. H69AR cells + doxorubicin, viability rescue, CellTiter-Glo. viability increase, % at 10 µM. 140,000 tested, 0.61% active. AID 799;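 active = viability gain under doxorubicin at or above a set limit, the compound median plus 3 SD, cut at about 4.7% in these data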;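 also: MRP-1 overexpressing cells given doxorubicin 25 µM after compound pretreatment; 18-22 h compound pretreatment then 72 h with doxorubicin before readout; 0% = doxorubicin-only wells and 100% = vehicle-treated cells without doxorubicin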
HCT116 bCat-KO: beta-catenin-lacking colon tumor cell growth suppression; HCT116 beta-catenin knockout viability, CellTiter-Glo, 60 h; active compounds read low; viability, % at 10 µM; 140,000 tested, 1.5% active; AID 818;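 active = viability at or under a set limit, the compound median less 4 SD, cut at about 6% in these data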;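 also: 0% = Hyamine 1622 control at 20 µM and 100% = untreated cell control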
NPY-Y2 antag: NPY-Y2 (human) receptor antagonism. inhibition, % at 2.7 µM. NPY-Y2 expressing cells, antagonist mode. 140,000 tested, 0.99% active; in the data active = inhibition above about 17%;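 also: 0% = vehicle with agonist challenge and 100% = reference antagonist with challenge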
Target sequence (P49146 whole entry, looked up): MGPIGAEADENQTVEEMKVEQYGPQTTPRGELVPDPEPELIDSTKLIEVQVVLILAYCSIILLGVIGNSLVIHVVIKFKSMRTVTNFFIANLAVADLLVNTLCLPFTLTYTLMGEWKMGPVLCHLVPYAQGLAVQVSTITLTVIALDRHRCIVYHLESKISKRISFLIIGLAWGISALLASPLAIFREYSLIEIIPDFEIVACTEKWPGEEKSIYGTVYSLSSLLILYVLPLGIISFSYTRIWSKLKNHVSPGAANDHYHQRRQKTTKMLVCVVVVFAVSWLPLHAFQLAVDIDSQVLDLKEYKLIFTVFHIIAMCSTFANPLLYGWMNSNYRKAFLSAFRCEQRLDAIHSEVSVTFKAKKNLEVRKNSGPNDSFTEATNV
Phagocytosis inh: inhibitors of macrophage phagocytosis. J774A.1 macrophage IgG-bead phagocytosis, imaging. inhibition, % at 5 µM. 110,000 tested, 0.07% active;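 active = inhibition above the mean of the plate negative controls plus 5 SD, cut at about 13% in these data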;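 also: phagocytic index as fraction of beads internalized from green versus red external bead signal; plate controls were DMSO negative control for no effect and cytochalasin-D positive control for full effect; some results beyond the cut were filed as inactive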
Measles CPE: protection of cells from measles virus; AID 841; 140,000 tested, 1.5% active; Measles virus-infected cells, CPE protection, absorbance; protection (pct of control), % at 4 µM; in the data active = protection mostly above about 24%, no sharp cut-off; inactive = mostly below about 26%; also: some compounds called inactive have numbers as strong as hits
Yeast growth inh: yeast BB579 growth reduction in restrictive medium; S. cerevisiae BB579 growth, OD615, 48 h; inhibition, % at 10 µM; 140,000 tested, 0.51% active; AID 804;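 active = inhibition above a set limit, 3 SD over the mean compound inhibition, cut at about 44% in these data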; also: inactives centre near -24
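controls = amphotericin B 10 µg/mL, positive | assay system = DeaD yeast strain BB579 | schedule = 48 h compound exposure at 30 °C after 4 h preincubation | detection = OD615 turbidity measurement | medium = restrictive CSMM-D medium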
Yeast life ext: extends the lifespan of yeast | S. cerevisiae growth with nicotinamide, OD615; deaD strain in restrictive glucose medium | inhibition of the nicotinamide effect, % at 10 µM | 130,000 tested, 0.68% active | AID 775;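 active = inhibition above a set limit, placed 3 SD over the median of all compounds, cut at about 26% in these data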;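 also: 0% = nicotinamide-treated wells and 100% = cells grown without nicotinamide; some compounds called inactive have numbers as strong as hits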
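assay system = DeaD-strain S. cerevisiae | measured by = absorbance at 615 nm | probe or stimulus = nicotinamide 1.5 mM | buffer or medium = CSMM-D glucose medium, restrictive | times = 48 h at 30 °C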
E-sel TNF inh: blocks E-selectin expression induced by TNF alpha. inhibition, % at 2 µM. HUVEC TNFa-induced E-selectin immunofluorescence, high content. 120,000 tested, 0.71% active. AID 1246;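 active = inhibition above the batch mean plus 3 SD, and confirmed as a hit on visual image review, cut at about 43% in these data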;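 also: 0% = TNF-stimulated DMSO wells and 100% = unstimulated control wells; not every result past the cut was called active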
Numbers without * were called inactive; / = no result given.

SMILES	PTEN del growth	GALR2 antag	MRP-1 activ	HCT116 bCat-KO	NPY-Y2 antag	Phagocytosis inh	Measles CPE	Yeast growth inh	Yeast life ext	E-sel TNF inh
COc1ccc(CCC(C)Nc2ccccc2F)cc1 (stereo unspecified)	105	4	-1.2	100	3	-3	16	-32	-4	/
CC12CCC(C(=O)Nc3cccc4ccccc34)(C1Br)C2(C)C (stereo unspecified)	73	-5	-2.7	88	8	/	2	-33	5	-2
COc1ccc(/C=C2\C(=O)NCC(=O)N2Cc2ccccc2)cc1	41	4	-5.5	52	-1	-1	5	-17	-15	8
O=C(N1CCOCC1)N(Cc1cccs1)C1CCCC1	91	14	-3.2	95	0	2	8	8	-5	4
CCOC(=O)c1c(-c2ccc(C)o2)csc1NC(=O)CSc1nnc(C)s1	80	-7	-1.1	85	18*	-1	7	-89	-5	-8
O=C(NCc1ccco1)c1cc2nc(-c3cccs3)cc(C(F)(F)F)n2n1	99	5	-3.4	103	3	0	5	-33	-20	22
CCOC(=O)c1csc(NC(=O)c2ccc(OC)c(OC)c2)n1	89	10	-3.7	88	-4	-3	19	-26	-4	/
CC(C)CCOc1ccc(C(=O)C[N+]2(C)CCOCC2)cc1	85	12	-2.1	91	-5	1	5	-4	-1	-3
COc1ccc(N2C(=O)CC(N3CCN(c4ccc(S(C)(=O)=O)cc4)CC3)C2=O)cc1 (stereo unspecified)	100	-12	-0.1	100	3	/	12	-34	-3	10
CC(=O)Nc1ccc(NC(=O)CN(c2ccc(F)cc2)S(=O)(=O)c2ccc3c(c2)OCCO3)cc1	79	-8	-2.5	83	-3	-1	23	-55	0	17
COc1ccc(-c2ccc(/C=C3/C(=N)N4C=CSC4=NC3=O)o2)c([N+](=O)[O-])c1	92	4	-1.8	95	5	-2	20	-28	-5	/
Cc1c(C(N)=O)sc2nc(-c3ccccc3)cn12	97	-1	0.1	96	0	-3	2	-31	-9	/
COCCN(CC(=O)NCc1ccccc1)C(=O)CCC(=O)Nc1nccs1	102	0	0.4	101	1	-3	6	-45	1	4
CS(=O)(=O)C1=NSC2=NC(=O)/C(=C\c3cccn3-c3ccc(Cl)cc3)C(=N)N21	94	-7	-1.7	101	1	-5	7	-11	-5	100*
O=C(COc1ccc(Cl)cc1Cl)N(Cc1ccco1)C1CCS(=O)(=O)C1 (stereo unspecified)	79	1	-1.3	95	1	0	2	-66	-8	-2
CCOC(=O)c1nn(-c2cccc(C)c2)cc1C(=O)c1ccccc1	107	9	-0.2	96	13	-2	9	-81	-7	14
CC(C)(C)C(=O)NCC12C=CC(O1)C1C(=O)N(c3ccccc3)C(=O)C12 (stereo unspecified)	105	-2	2.5	101	4	/	9	-20	/	1
C#CCOc1ccc(/C=C2\SC(=S)N(Cc3cccnc3)C2=O)cc1	7	8	-4.6	9	6	-3	1	-21	3	6
CCOC(=O)Nc1ccc(C)cc1C	93	-6	-1.6	86	0	-1	4	-34	-8	-6
COc1nc(N)nc(N2CCOCC2)n1	101	4	-2.6	94	2	-2	9	-19	-17	-35
COc1ccc(CNS(=O)(=O)c2ccc(C3CNC(=O)C3)cc2)cc1 (stereo unspecified)	86	5	-2.4	79	3	-2	13	-3	-2	1
NC(=O)CSc1nnnn1-c1ccc(OC(F)(F)F)cc1	98	1	1.5	102	1	-1	25	14	-8	-19
Fc1ccc(CCNC(=S)Nc2ccc(F)cc2)cc1	88	-15	-4.3	90	-2	-7	10	4	-4	-48
Cc1ccc(/C=N\NC(=O)c2cc(OCC(F)(F)F)ccc2OCC(F)(F)F)cc1	96	-3	-1.1	96	5	/	6	-51	-8	/
O=C(NCc1cccs1)c1ccccc1F	97	-2	-2.0	92	1	/	38	-6	-10	-13
COc1ccccc1-c1cc(C(F)(F)F)nc(S(=O)(=O)CCCC(=O)N2CCOCC2)n1	1.1*	4	-6.2	1.3*	6	0	5	5	-19	-30
COc1cccc(C(=O)Oc2ccccc2/C=C\C(=O)c2cc3ccccc3o2)c1	1.1*	12	-5.8	2.2*	7	-1	24	-34	4	30
CCOc1ccc(S(=O)(=O)Nc2cccc(N(C)S(C)(=O)=O)c2)cc1	80	7	-2.2	72	-2	0	7	-6	-11	7
COCCOC(=O)C1=C(C)N=C2SCCC(=O)N2C1c1ccc(C(=O)OC)cc1 (stereo unspecified)	110	-3	-1.8	90	4	-2	4	-16	-10	4
O=C(Nc1ccc2c(c1)nc1n2CCN(Cc2ccccc2)C1)NC1CCCCC1	105	9	0.3	107	0	-1	17	-28	-12	9
CCOC(=O)c1c(NC(=O)c2ccnn2C)sc(C)c1C	46	-21	-0.6	62	0	/	13	-51	/	-13
CN1C2C=C3C(C#N)=C(N)C(C#N)(C#N)[C@@H](c4cccs4)C3C1CC2 (stereo partly specified)	93	2	-1.3	94	0	0	10	-26	-7	-7
O=C(CSc1nnc(C2CCCCC2)o1)N1CCCCC1	94	6	-3.4	91	3	-1	3	-7	-18	-10
COc1ccc(CN(C)CC(=O)Nc2cc3oc4ccccc4c3cc2OC)c(OC)c1	65	5	-2.6	62	3	0	5	-10	-3	/
NC(=O)c1c(NC(=O)c2ccc(S(=O)(=O)N3CCOCC3)cc2)sc2c1CCCCC2	66	-3	-4.9	81	-4	-3	6	-18	-7	/
COc1cc(CNc2nc3ccccc3[nH]2)cc(OC)c1OC	88	10	-3.8	86	4	/	5	1	/	-8
CC(C)Oc1cccc(C(=O)NC(=S)Nc2ccc(Cl)c(C(=O)O)c2)c1	84	-3	-0.7	101	-2	-3	2	-16	-16	-60
CCCC(=O)N1CCN(c2ccc(NC(=O)c3cc4ccccc4o3)cc2Cl)CC1	96	8	-1.9	105	5	1	18	-15	-21	23
CCOc1ccc(-c2nnc(-c3ccccc3)o2)cc1	86	9	2.9	90	6	/	24	-15	/	-4
CCC(C)Nc1nc2c(c(=O)[nH]c(=O)n2C)n1CCC(C)C (stereo unspecified)	96	-5	-2.5	89	3	/	8	-19	-12	23

Part of the list above with just HCT116 bCat-KO, NPY-Y2 antag and GALR2 antag:
SMILES	HCT116 bCat-KO	NPY-Y2 antag	GALR2 antag
Cc1ccc(/C=N\NC(=O)c2cc(OCC(F)(F)F)ccc2OCC(F)(F)F)cc1	96	5	-3
O=C(NCc1cccs1)c1ccccc1F	92	1	-2
COc1ccccc1-c1cc(C(F)(F)F)nc(S(=O)(=O)CCCC(=O)N2CCOCC2)n1	1.3*	6	4

More compounds follow.
SMILES	PTEN del growth	GALR2 antag	MRP-1 activ	HCT116 bCat-KO	NPY-Y2 antag	Phagocytosis inh	Measles CPE	Yeast growth inh	Yeast life ext	E-sel TNF inh
CN1CCCN(C(c2ccccc2)c2ccc(Cl)cc2)CC1 (stereo unspecified)	16	8	-3.6	17	8	/	30	-20	1	/
Cc1ccc(-c2n[nH]c(=S)n2/N=C\c2ccco2)cc1	98	0	0.3	92	2	1	6	-20	1	/
COc1ccc(CCNC(=O)CSc2nc(N)c(C#N)c(-c3cccs3)c2C#N)cc1OC	83	9	-2.9	84	-2	0	11	-33	-7	-5
CCc1nc2ccc(C(=O)O)cc2nc1CC	89	2	-2.1	96	0	-10	12	-13	3	/
Cc1ccc(C(=O)Nc2cccc(N(C)S(C)(=O)=O)c2)cc1S(=O)(=O)Nc1ccccc1	84	-4	-0.9	90	1	0	5	-8	-25	-68
Cc1ccccc1OCCCC(=O)Nc1nccs1	54	-21	-0.3	34	3	-1	2	-55	-15	12
CCCCCCNC(=O)C(C#N)c1nc2ccccc2nc1N1CCOCC1 (stereo unspecified)	86	-13	-0.6	88	6	-1	47*	-44	-9	1
CC(C)CCn1c(Oc2ccccc2Cl)nc2c1c(=O)n(C)c(=O)n2C	76	-2	-4.1	70	17	8	49*	-34	6	-4
O=C(O)CCC(=O)N1CCc2cc(S(=O)(=O)Nc3ccc4c(c3)OCCO4)ccc21	89	-1	-1.3	93	3	0	19	34	-16	/
Cc1cccc(NC(=O)C2CCCN(S(=O)(=O)c3c(C)nn(C)c3C)C2)n1 (stereo unspecified)	82	-5	-0.8	78	2	0	29	-80	0	-12
Nn1c(SCC(=O)NC(=O)NCc2ccccc2)nnc1C1CC1	101	-9	-2.5	98	2	0	2	-44	-13	6
O=C(NCc1ccco1)c1sc2cccc(F)c2c1Cl	64	14	-1.1	70	10	6	10	-50	-15	10
CC1(C)NC(=O)N(CC(O)Cn2nnc3ccccc32)C1=O (stereo unspecified)	99	-9	-2.8	96	2	-1	5	-26	-4	-17
Cc1cccn2cc(-c3ccc(S(=O)(=O)N4CCOCC4)cc3)nc12	124	-7	-0.7	96	1	/	4	-28	2	/
COc1cccc(-n2c(Cn3nc(C(F)F)cc3C(F)F)n[nH]c2=S)c1	89	3	-3.0	83	0	-4	7	-37	-4	/
C=CCn1cc([N+](=O)[O-])nc1C	99	11	0.0	97	1	/	4	-24	1	/
CN1C(=O)SC(Nc2ccc(F)cc2)C1=O (stereo unspecified)	109	-2	-1.3	102	-1	-1	16	-47	2	-7
CCCCn1c(N)c(N(CCC(C)C)C(=O)CSc2nnc3ccccn23)c(=O)[nH]c1=O	95	12	-2.5	82	0	0	11	-47	-18	2

Sorted by count of non-hydrogen atoms (high to low): three of the compounds above
SMILES	PTEN del growth	GALR2 antag	MRP-1 activ	HCT116 bCat-KO	NPY-Y2 antag	Phagocytosis inh	Measles CPE	Yeast growth inh	Yeast life ext	E-sel TNF inh
COCCOC(=O)C1=C(C)N=C2SCCC(=O)N2C1c1ccc(C(=O)OC)cc1 (stereo unspecified)	110	-3	-1.8	90	4	-2	4	-16	-10	4
CC(C)(C)C(=O)NCC12C=CC(O1)C1C(=O)N(c3ccccc3)C(=O)C12 (stereo unspecified)	105	-2	2.5	101	4	/	9	-20	/	1
O=C(CSc1nnc(C2CCCCC2)o1)N1CCCCC1	94	6	-3.4	91	3	-1	3	-7	-18	-10
